Screening results from PubChem BioAssay.
DDE Tn7 FP inh – inhibitors of Tn7 peptide binding to human fibrin DD(E) | FP displacement of FITC-Tn7 peptide from fibrin DD(E); 0% = median of compound wells per plate | P02675 | 370,000 tested, 0.13% active | AID 720508 | inhibition, % at 8.3 µM;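 active = inhibition above the mean of compounds falling within the control limits plus 3 SD of them, cut at about 14% in these data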;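 also: 0% = plate median of compound wells and 100% = 10 µM Aha-Tn7 peptide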
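Assay system: human fibrin DD(E) protein / Input: 2 µM fibrin DD(E) / Benchmarks: high control of 10 µM Aha-Tn7 peptide / Measured by: fluorescence polarization of the labelled Tn7 tracer / Medium: Tris buffer with calcium and detergent, pH 7.8 / Timing: 10 min compound pre-incubation, 3 h probe incubation at room temperature / Repeats: one replicate per compound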
ARFGAP1 inh – inhibits rat ARF GTPase activating protein 1 | Q62848 | Arfgap1-stimulated ARF1 GTP hydrolysis, GDP FP detection | inhibition, % at 16.5 µM | 360,000 tested, 0.26% active | AID 651572;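 active = inhibition above a per-plate limit, mean inhibition of low control wells plus 3 SD, cut at about 25% in these data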;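 also: 0% = DMSO wells with enzyme and 100% = wells lacking Arfgap1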
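System: truncated rat Arfgap1 GAP domain / Medium: HEPES-based buffer, pH 7.5 / Also added: N-terminally truncated human ARF1-GTP substrate / Incubation: enzyme reaction 120 min at 25 °C after 20 min preincubation / Measured by: FP of antibody-bound GDP Alexa 633 tracer, ex 620/em 688 nm / Replicates: singlicate, each compound tested once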
proKLK7 act – proKLK7 (human) activation, primary screen; purified proKLK7, EDANS-DABCYL substrate fluorescence; 100% is mature enzyme control, 0% vehicle; activation, % at 7 µM; 370,000 tested, 0.9% active; AID 652039;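 active = activation above the mean of all tested compounds plus 3 SD, computed per campaign excluding outliers beyond control limits, cut at about 13% in these data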
MBD2 inh – inhibitors of human MBD2 binding to methylated oligonucleotide | Q9UBB5 | TR-FRET | inhibition, % at 4.4 µM | 370,000 tested, 0.31% active | AID 686964; in the data active = inhibition above about 13%
UHRF1 MBD2 ctr – human UHRF1 methylated DNA binding inhibitors. Q96T88. UHRF1 binding to methylated oligo, TR-FRET. inhibition, % at 4.4 µM. 370,000 tested, 0.75% active. AID 687016; in the data active = inhibition above about 21%;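 also: UHRF1 SRA domain binding a hemimethylated CpG hairpin DNA probe; 0% = median of test compound wells and 100% = reference inhibitor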
PLC-gamma1 inh – blocks human PLC-gamma1 enzyme activity; P19174; purified PLC-gamma1, fluorogenic substrate, fluorescence; inhibition, % at 12.2 µM; 370,000 tested, 0.84% active; in the data active = inhibition above about 9.5%
Target sequence (P19174 whole entry, looked up): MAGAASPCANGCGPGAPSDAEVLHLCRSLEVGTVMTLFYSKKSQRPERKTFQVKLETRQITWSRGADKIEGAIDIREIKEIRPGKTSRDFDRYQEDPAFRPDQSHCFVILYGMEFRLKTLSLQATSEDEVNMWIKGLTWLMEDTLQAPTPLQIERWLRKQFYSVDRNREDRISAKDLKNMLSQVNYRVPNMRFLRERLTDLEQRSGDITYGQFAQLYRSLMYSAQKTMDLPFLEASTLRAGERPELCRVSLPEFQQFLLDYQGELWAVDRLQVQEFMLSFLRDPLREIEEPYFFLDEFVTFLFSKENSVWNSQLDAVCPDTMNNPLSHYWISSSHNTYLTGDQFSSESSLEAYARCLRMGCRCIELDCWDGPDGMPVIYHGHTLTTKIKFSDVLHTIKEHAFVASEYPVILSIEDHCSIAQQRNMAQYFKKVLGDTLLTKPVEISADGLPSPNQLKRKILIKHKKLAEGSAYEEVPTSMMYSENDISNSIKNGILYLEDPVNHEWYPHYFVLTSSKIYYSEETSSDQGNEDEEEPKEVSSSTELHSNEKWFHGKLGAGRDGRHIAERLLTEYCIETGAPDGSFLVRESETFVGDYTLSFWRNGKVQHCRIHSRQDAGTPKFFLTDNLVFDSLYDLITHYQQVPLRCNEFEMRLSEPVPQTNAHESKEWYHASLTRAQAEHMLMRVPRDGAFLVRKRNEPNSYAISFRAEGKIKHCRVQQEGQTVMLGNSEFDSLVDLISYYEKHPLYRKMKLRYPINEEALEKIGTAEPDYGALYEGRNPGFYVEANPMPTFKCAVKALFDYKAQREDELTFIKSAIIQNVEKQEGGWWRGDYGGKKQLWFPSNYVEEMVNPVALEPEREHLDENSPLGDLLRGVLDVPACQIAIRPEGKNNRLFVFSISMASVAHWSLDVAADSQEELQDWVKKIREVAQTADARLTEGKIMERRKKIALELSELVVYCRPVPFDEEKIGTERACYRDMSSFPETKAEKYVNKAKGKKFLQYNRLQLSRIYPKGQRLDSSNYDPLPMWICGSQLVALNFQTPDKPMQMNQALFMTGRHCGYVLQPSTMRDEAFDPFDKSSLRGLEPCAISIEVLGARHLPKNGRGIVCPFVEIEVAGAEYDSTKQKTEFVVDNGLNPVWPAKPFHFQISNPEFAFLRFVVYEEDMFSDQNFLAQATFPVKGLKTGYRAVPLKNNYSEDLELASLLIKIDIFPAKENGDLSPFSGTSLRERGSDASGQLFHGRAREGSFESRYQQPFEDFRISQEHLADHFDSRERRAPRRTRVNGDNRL
PLCb3 inh – blocks human PLC-beta3 enzyme activity; AID 720704; inhibition, % at 12.2 µM; 370,000 tested, 0.18% active; Purified PLC-beta3, fluorogenic substrate, fluorescence; Q01970; in the data active = inhibition above about 11%;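 also: 0% = median of compound wells on plate and 100% = full blocker control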
DDE Tn6 FP inh – inhibitors of Tn6 peptide binding to human fibrin DD(E) | AID 720509 | 370,000 tested, 0.21% active | inhibition, % at 8.3 µM | P02675 | Fibrin DD(E) TRITC-Tn6 fluorescence polarization displacement;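 active = inhibition above a per-campaign cutoff: mean of compounds within control limits plus 3 SD, cut at about 15% in these data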;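 also: 0% = median of all compound wells on the plate and 100% = blocking peptide control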
ASAP1 inh – blocks human ASAP1-stimulated Arf1 GTP hydrolysis; inhibition, % at 16.5 µM; 360,000 tested, 0.19% active; AID 624377; GDP FP detection; in the data active = inhibition above about 25%;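 also: 0% = vehicle with enzyme and substrate and 100% = no enzyme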
ADAM17 inh – inhibits human ADAM17; inhibition, % at 6.95 µM; recombinant ADAM17, EDANS/DABCYL FRET peptide cleavage; 370,000 tested, 0.83% active; P78536; AID 720648;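 active = inhibition above the mean of compounds lying between control limits plus 3 SD, set per campaign, cut at about 8.5% in these data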;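 also: 0% = DMSO-only wells as the low control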
Active calls of the source: *; i = inactive.

Molecule	DDE Tn7 FP inh	ARFGAP1 inh	proKLK7 act	MBD2 inh	UHRF1 MBD2 ctr	PLC-gamma1 inh	PLCb3 inh	DDE Tn6 FP inh	ASAP1 inh	ADAM17 inh
CCCOc1ccc2c(c1)C(=NN=C(N)N)c1cc(OCCC)ccc1-2	-3.6	15.2	-0.4	-0.2	-1.5	2.8	-9.8	1.3	14.1	1.4
COc1ccc(-c2sc3cc4c(cc3c2C#Cc2ccc(N)cc2)OCO4)cc1	2.2	24.0	-30.8	8.7	11.2	i	i	-8.9	13.2	-202.3
C/C(=N\NC(=O)c1ccccc1O)c1cccs1	2.8	-12.2	0.4	-0.3	-1.3	-25.9	-41.3	-0.6	-6.5	-3.8
CCOC(=O)N1CCC(N2Cc3cccc(C(=O)NCc4ccc(C)cc4)c3C2=O)CC1	-0.8	1.8	-0.5	0.9	1.4	1.7	0.7	-2.3	4.0	-0.9
COC(=O)c1ccc2nc(NC(=O)C(C)(C)C)sc2c1	4.8	-5.8	-0.2	-0.7	8.8	1.1	1.0	-2.8	8.0	-6.7
CCC(=O)N(Cc1cc2cc(C)c(C)cc2[nH]c1=O)C1CCCCC1	-7.6	0.8	0.2	0.8	0.3	0.0	1.0	1.8	3.3	-6.6
Cc1ccc(S(=O)(=O)N2CCOCC2)cc1NC(=O)COc1cccc(-n2cnnn2)c1	-3.4	9.0	0.0	2.5	-2.0	0.7	-1.5	6.4	2.0	0.7
O=C(NCc1ccccc1)c1cccc(Br)n1	-6.1	-10.6	0.5	-0.4	-0.8	0.5	3.0	2.4	-1.2	-2.5
COc1ccc(OCc2nnc(SCC(=O)Nc3cccc(Cl)c3)o2)cc1	9.8	8.0	0.2	-3.9	-0.2	-0.8	-9.7	0.2	-11.4	1.7
COc1ccc(C2=[N+](C)CCn3cccc32)c(OC)c1	1.1	-5.5	0.1	0.6	1.0	-5.2	-4.5	-5.2	-7.6	-1.2
CC(C)N1C(=O)CCC1C(=O)NCc1ccco1 (stereo not given)	-2.5	-1.9	-0.1	2.7	0.6	2.9	-5.0	-3.5	-1.7	-2.8
COC(=O)C1CSC(c2ccc(Cl)cc2)N1C(=O)c1ccccc1 (stereo not given)	5.2	-2.3	-0.2	5.2	3.9	-1.4	-8.4	8.3	-5.4	-4.4
CC(C)CC(=O)NCCNC(=O)c1cc(OCC(F)(F)F)ccc1OCC(F)(F)F	0.1	1.7	-0.1	8.3	5.5	0.2	4.9	-10.5	-11.5	-2.9
O=c1nc(-c2ccccc2)nc(-c2ccccc2)[nH]1	2.4	18.7	-0.6	2.7	1.9	-1.5	-7.2	-6.9	1.4	-2.1
O=C(CSCc1ccc(Cl)cc1)N1CCOCC1	5.3	2.4	-0.2	1.2	2.0	-1.7	-2.2	2.7	-0.8	-0.6
Cc1cc(N=Cc2cc(Cl)ccc2O)no1	-2.5	3.6	-0.6	-4.9	-0.3	6.7	2.7	-2.1	9.4	5.7
O=C(Nc1ccccc1)OC[C@@H]1C=CS(=O)(=O)N1Cc1ccc(Br)cc1	0.5	12.9	0.9	-4.1	-0.4	-2.4	-1.8	1.1	0.4	4.3
O=C(Cc1cccc(NC(=O)C2CCCN(C(=O)C3CCCCC3)C2)c1)Nc1ccc(C(=O)N2CCOCC2)cc1 (stereo not given)	-4.7	6.7	0.2	3.3	0.6	0.3	-0.2	2.7	6.8	-2.9
O=C(/C=C/c1cccs1)Nc1sc2c(c1C(=O)O)CCCC2	-1.6	-4.9	-0.4	-4.7	-1.6	-30.6	-61.2	-5.3	3.5	3.5
COc1ccc(S(=O)(=O)N(C)C[C@H]2Oc3ccc(NS(=O)(=O)c4ccc(F)cc4)cc3C(=O)N([C@H](C)CO)C[C@@H]2C)cc1	-5.1	14.5	0.6	0.5	-2.5	-0.8	1.7	-0.3	2.4	-1.5
CSCCC(C(=O)Nc1c(C)cccc1C)n1c(-c2ccc(-c3ccccc3)cc2)nc2ccccc21 (stereo not given)	-1.7	14.6	0.8	1.0	-1.1	2.9	3.0	-6.6	3.1	-2.3
O=C(NC(c1ccc(F)cc1)c1cnccn1)C1CCN(CCOc2ccc(Cl)cc2Cl)CC1 (stereo not given)	4.5	-2.3	0.1	4.7	1.3	1.4	-3.0	1.0	-1.6	-0.3
C/C(=N\Nc1nc(C)cc(-c2ccccc2)n1)c1ccc(F)cc1	-1.6	4.8	0.9	0.1	4.9	-19.7	-27.6	4.9	1.8	-2.8
CC(C)NC(=O)NC(=O)CSc1nnc(COc2ccccc2Cl)o1	1.9	4.1	0.8	-4.1	-0.3	3.4	1.1	1.2	5.8	0.6
Cn1c(=O)n(CC(=O)NCC2CCCO2)c(=O)c2c3c(sc21)CCCC3 (stereo not given)	7.4	-3.7	-0.1	-3.1	-0.9	2.1	2.0	-1.9	7.2	-2.1
COc1ccc(OC)c(CN2CCN(C(=O)c3cc4ccccc4cc3O)CC2)c1	0.8	2.6	-9.0	-3.2	-1.0	-47.1	-71.7	-0.2	-8.3	-5.2
CC[C@H](NC(=O)[C@H](Cc1ccccc1)NC(=O)[C@H]1O[C@@H](n2cnc3c(=O)[nH]c(N)nc32)[C@H](O)[C@@H]1O)c1ccccc1	-0.7	10.0	0.5	-0.6	1.9	3.7	2.2	-3.4	3.5	-5.1
O=C(CCS(=O)(=O)c1ccccc1)N1CCCc2ccccc21	1.7	9.6	-0.1	-0.6	4.2	-0.4	-7.7	-0.6	8.1	-1.3
O=C(CSc1nnc(-c2ccc(F)cc2)c2ccccc12)Nc1ccccc1Cl	-4.5	-5.4	-0.1	-2.1	-2.7	-1.7	1.6	5.6	3.5	0.5
O=C(c1ccco1)N(Cc1ccccc1)Cc1ccccn1	-3.1	-3.9	-0.1	1.8	-1.3	-4.3	-6.8	5.3	-11.6	-7.2

Other results:
Molecule	DDE Tn7 FP inh	ARFGAP1 inh	proKLK7 act	MBD2 inh	UHRF1 MBD2 ctr	PLC-gamma1 inh	PLCb3 inh	DDE Tn6 FP inh	ASAP1 inh	ADAM17 inh
CCC(CC)NC(=O)c1ccccc1Oc1ccccc1	-7.4	7.1	0.3	0.5	0.9	-0.9	-3.0	1.4	11.0	-5.1
CC(C)CN(CCC(=O)O)CC(C)C	-1.2	-6.7	-0.5	3.5	1.6	-1.7	8.4	2.5	-5.9	-2.2
CCOc1ccc(NC(=O)N(Cc2ccc(C)cc2)Cc2ccccn2)cc1	-4.5	12.0	-0.6	4.1	3.9	1.0	-6.0	-9.7	6.4	-1.3
O=C(NC(NNc1ccc([N+](=O)[O-])cc1)(C(F)(F)F)C(F)(F)F)c1ccc(F)cc1	-7.8	5.5	-0.7	-2.8	-1.8	-4.3	-4.7	9.2	2.4	4.1
COc1cc2c(cc1OC)C(CSc1ccccc1C(=O)O)=NC(C)(C)C2	7.5	-10.7	13.8*	-4.9	0.7	-76.8	-92.7	-5.9	-4.3	-37.0
c1ccc(CN=C2Nc3ccccc3CS2)nc1	-1.8	0.4	-1.5	-3.5	-0.4	-10.4	-13.4	3.4	-4.7	-4.1
Cn1c(N)c(S(=O)(=O)c2ccc(Br)cc2)c2nc3ccccc3nc21	1.0	-8.2	-35.4	0.7	-3.3	-141.7	-188.6	-1.7	0.3	-196.9
COC(=O)c1ccc(CNC(=O)C(C)N=C2NS(=O)(=O)c3ccccc32)cc1 (stereo not given)	7.8	-1.5	0.5	0.4	-1.0	-1.2	1.3	-1.2	4.3	-2.7
COc1ccc2c(c1)CCCC21NC(=O)N(CC(=O)NCc2cccs2)C1=O (stereo not given)	-1.4	1.3	-0.3	7.2	7.1	2.1	2.8	-7.8	14.8	-7.6
Nc1nonc1C(=O)NCCNS(=O)(=O)c1ccc(Br)cc1	-5.7	-4.6	0.1	-1.3	5.7	2.2	0.8	1.2	19.9	3.7
COCCCN1C(=O)C2C(C(=O)Nc3cc(C)cc(C)c3)C3C=CC2(O3)C1C(=O)NC1CCCCC1 (stereo not given)	-3.0	-4.9	0.8	0.2	-1.7	-1.6	-11.7	6.0	-7.5	2.5
Cc1cc(C(=O)Nc2ccccc2C(=O)O)ccc1NC(=O)COc1cccc(C)c1C	-3.4	6.4	-0.1	0.6	-0.6	-1.5	-10.5	8.9	-8.4	-3.2
CC(C)OC(=O)CSc1nnc(-c2cccnc2)n1Cc1ccccc1	1.2	-1.9	-0.3	-5.3	-1.7	-1.6	-1.7	4.6	-9.4	2.3
Cn1cc(CC(=O)N2CCN(c3ccc(Cl)cc3)CC2)c2ccccc21	-2.9	4.4	-0.5	1.4	5.8	4.6	3.9	1.1	-1.4	-1.4
CCC(COC)NC(=O)c1ccc(OC)c(OC2CCN(C(C)=O)CC2)c1 (stereo not given)	-6.5	6.9	-0.4	3.3	0.9	3.4	3.1	-2.8	-7.7	-1.6
Cc1ccc(S(=O)(=O)Nc2cc(C(=O)Nc3cc(C)cc(C)c3)ccc2Cl)cc1	1.2	-14.0	0.6	4.1	-3.4	-1.9	-4.9	-7.7	-4.1	3.6
COc1ccc(/C=C(/NC(=O)c2ccc(C)cc2)C(=O)NCc2ccncc2)cc1	-1.7	1.4	0.1	6.2	0.4	-1.1	-9.5	-3.9	-6.3	-5.8
Cc1cc(C)c(NC(=O)COc2ccccc2C(=O)Nc2ccc3c(c2)oc2ccccc23)c(C)c1	0.0	-4.8	-0.2	-3.4	-0.4	-2.7	-4.1	3.6	-11.2	-2.4
COc1ccc(NC2=C3CCCC=C3N(c3ccc(OC)cc3)C2=O)cc1	-4.4	0.2	0.4	-6.6	-1.9	-3.9	-3.1	-4.5	-2.9	-1.7
COc1cccc(CCC(=O)Nc2cc3c(cc2C(=O)O)OCCCO3)c1OC	5.5	-8.2	-1.1	-1.0	0.1	-1.8	-14.7	6.3	-0.1	-9.3
S=c1[nH]nc(COc2ccc(Cl)cc2)n1Cc1ccco1	1.2	-5.9	0.8	-5.4	0.2	3.0	-2.8	0.3	-4.1	1.9
Cc1ccc(OC2CCN(C(=O)[C@H]3O[C@@H](n4ccc(N)nc4=O)[C@H](O)[C@@H]3O)CC2)cc1	-2.1	-16.9	-0.3	-0.1	2.4	6.8	3.8	-2.5	1.5	3.4

Reprinted at random: two records from the list
Molecule	DDE Tn7 FP inh	ARFGAP1 inh	proKLK7 act	MBD2 inh	UHRF1 MBD2 ctr	PLC-gamma1 inh	PLCb3 inh	DDE Tn6 FP inh	ASAP1 inh	ADAM17 inh
COc1ccc(S(=O)(=O)N(C)C[C@H]2Oc3ccc(NS(=O)(=O)c4ccc(F)cc4)cc3C(=O)N([C@H](C)CO)C[C@@H]2C)cc1	-5.1	14.5	0.6	0.5	-2.5	-0.8	1.7	-0.3	2.4	-1.5
O=C(Cc1cccc(NC(=O)C2CCCN(C(=O)C3CCCCC3)C2)c1)Nc1ccc(C(=O)N2CCOCC2)cc1 (stereo not given)	-4.7	6.7	0.2	3.3	0.6	0.3	-0.2	2.7	6.8	-2.9

proKLK7 act: hit marks shown above
Molecule	DDE Tn7 FP inh	ARFGAP1 inh	proKLK7 act	MBD2 inh	UHRF1 MBD2 ctr	PLC-gamma1 inh	PLCb3 inh	DDE Tn6 FP inh	ASAP1 inh	ADAM17 inh
COc1cc2c(cc1OC)C(CSc1ccccc1C(=O)O)=NC(C)(C)C2	7.5	-10.7	13.8*	-4.9	0.7	-76.8	-92.7	-5.9	-4.3	-37.0
